Screening results as filed in PubChem BioAssay.
MKP-3 inhibition = MKP-3 phosphatase inhibitors, primary screen, biochemical, rat enzyme, in vitro (AID 425) | recombinant MKP-3 phosphatase activity, fluorescence; higher % means a stronger effect | one-dose inhibition, % at 20 µM; IC50 in µM for titrated hits | 110,000 compounds, 0.17% hits; in the data active = inhibition above about 50%;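 also: plate controls were vehicle for no effect and reference inhibitor for full effect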
Hsp70 displacement = small molecules displacing fluorescent ligand from Hsp70 – biochemical, fluorescence polarization, primary screen (AID 583); Hsp70 fluorescence polarization probe displacement, mP; higher % means a stronger effect; displacement, % at 20 µM, or IC50 in µM where a hit was titrated; 140,000 compounds, 0.06% hits; in the data active = displacement above about 50%;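 also: plate controls were vehicle for no effect and reference ligand for full effect; a part of the inactive calls stands beside numbers as strong as those of hits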
The depositor's hits bear a star; nt = no result given; & = joins results of further samples.

SMILES | MKP-3 inhibition | Hsp70 displacement
CCn1c(CSc2nc(C)cc(C)n2)nnc1SCC(=O)Nc1ccccc1 | -10% | -2.1%
COc1ccc(Br)cc1C(=O)Nc1cc(Cl)cc(Cl)c1 | 4% | 8.0%
O=S(=O)(NCC(c1cccnc1)N1CCN(c2ccc(F)cc2)CC1)c1cccs1 (centres undefined) | -7% | 4.2%
Cc1cc(C)n(C(=O)c2ccc(F)cc2)n1 | 4% | -2.5%
Cc1ccc(N2C(=O)/C(=C/c3ccc(Oc4ccc([N+](=O)[O-])cn4)cc3)C(=O)NC2=S)cc1 | -2% | 1.6%
COc1cc(C2c3c(n[nH]c3C)C(=O)N2c2ccc(C)cc2)ccc1O (centres undefined) | -6% | -0.4%
CC(=O)Nc1ccc(N2CCN(C(C)=O)CC2)cc1 | 1%&-4% | 2.1%&4.7%
Cc1cnc(NC(=O)C2CCCC2)s1 | nt | -1.0%
O=C(O)c1cc2nc(-c3ccc(F)cc3)cc(C(F)(F)F)n2n1 | -6% | 4.7%
CCC(C(=O)N1CCN(c2ccc(F)cc2)CC1)c1ccccc1 (centres undefined) | 3% | 1.1%
COc1ccc(-c2cc(C(=O)OC3CCOC3=O)c3ccccc3n2)cc1OC (centres undefined) | -3% | 7.2%
CCOC(=O)c1cnc(-c2ccccc2)[nH]c1=O | -10% | 0.9%
CC(=O)C1=C(C)NC(=O)NC1c1cc(Br)ccc1O (centres undefined) | -3% | 0.2%
COc1ccccc1OCCCn1c(=O)sc2ccccc21 | 4% | -1.4%
CCN(CC)C(=O)c1sc(NC(=O)c2cc(Cl)ccc2Cl)c(C#N)c1C | 0% | 4.7%
CCOCCNC(=O)c1ccc2c3c(cccc13)CC2 | nt | 1.3%
CCN(CC)C(=O)CSc1nnc(-c2ccc(S(=O)(=O)N3CCCC3)cc2)o1 | nt | -9.2%
S=c1[nH]c2ccccc2n1CCOc1ccc(Cl)cc1 | 1% | 3.6%
O=C(COc1ccc(Cl)cc1)N1CCN(c2cccc(Cl)c2)CC1 | 4% | 2.4%
C=CCSC1=C(C#N)C(c2ccccc2OCC)C(C#N)C(=O)N1 (centres undefined) | -5% | -6.4%
COCCCN1C(=O)C(=Cc2c(NCCc3ccccc3)nc3c(C)cccn3c2=O)SC1=S | 6% | -12%
CCc1ccc(NC(=O)CSc2nnc(CC)c(CC)n2)cc1 | nt | 6.6%
O=C(NCc1ccco1)c1ccc(-c2ccccc2)cc1 | 1% | -2.3%
COc1ccc2oc(=O)c(-c3cnc(Nc4ccccc4C)s3)cc2c1 | 3% | 0.6%
CCOC(=O)c1cc(CC)sc1NC(=O)CCC(=O)O | 2% | -2.5%
O=C(Nc1ccc(I)cc1)c1ccc2nccnc2c1 | 5% | -0.7%
COC(=O)COc1ccc(/C=C2\C(=O)NC(=O)N(c3ccc(C)cc3)C2=O)cc1OC | 3% | -1.4%
COc1ccccc1CC(NC(C)=O)C(=O)N1CCN(C(=O)Nc2ccccc2Cl)CC1 (centres undefined) | 2% | -4.3%
CC#CCCCC(=O)Nc1cccc(C(=O)O)c1 | 2% | 4.2%
CCC1Oc2nc(SC)nnc2-c2ccccc2N1C(=O)c1ccccc1 (centres undefined) | -7% | 2.3%
O=C(C1CN(S(=O)(=O)c2ccccc2)CCN1S(=O)(=O)c1ccccc1)N1CCCCCC1 (centres undefined) | -13%&4% | -1.9%
COc1ccc(CC(C)N2CCN(c3cccc(C(F)(F)F)c3)CC2)cc1OC (centres undefined) | nt | 0.8%
Cc1cccc(Cl)c1OCCCCn1ccnc1 | -9%&5% | 1.5%&-0.1%
O=C(Nc1ccc(N=Cc2ccc([N+](=O)[O-])cc2)cc1)c1ccccc1Br | 0% | 0.6%
CCN(CC)C(=O)CSc1nc2sc(C)c(C)c2c(=O)[nH]1 | -5% | 4.6%
CCCCNC(=O)COC(=O)c1ccc(Cl)c(S(N)(=O)=O)c1 | nt | -2.0%
CCOc1ccc(/C=c2\sc3nc(-c4ccco4)nn3c2=O)cc1OCC | 6% | -29%
C=CCc1cccc2cc(C(=O)OCc3ccccc3)c(=O)oc12 | -3% | -0.5%
Cc1cc(C)c2c(CN3CCN(Cc4ccc5c(c4)OCO5)CC3)cc(=O)oc2c1 | -9% | 13%
CC1(C)CC(=O)C(/C=N/c2ncccc2C(=O)O)=C(O)C1 | 10% | nt
Cc1cccc(-n2c(C)cc(/C=N\NC(=O)c3ccco3)c2C)c1 | 5% | -0.9%
COC(=O)c1ccc(CSc2nc(-c3ccco3)cc(C(F)(F)F)n2)o1 | nt | 0.0%
O=C(O)CCSc1nc2ccc(NC(=O)c3ccccc3)cc2s1 | 2% | -5.9%
C=CCNC(=O)C1CCN(S(C)(=O)=O)CC1 | -11% | -2.7%
COC(=O)c1c(NC(=O)CCCC(=O)O)sc2c1CCC2 | nt | 1.2%

Shown with values under each structure: 15 of the compounds above.
Each structure is followed by: MKP-3 inhibition	Hsp70 displacement
- O=C(C1CN(S(=O)(=O)c2ccccc2)CCN1S(=O)(=O)c1ccccc1)N1CCCCCC1 (centres undefined)
 : -13%&4%	-1.9%
- COc1ccc(CC(C)N2CCN(c3cccc(C(F)(F)F)c3)CC2)cc1OC (centres undefined)
 : nt	0.8%
- Cc1cccc(Cl)c1OCCCCn1ccnc1
 : -9%&5%	1.5%&-0.1%
- O=C(Nc1ccc(N=Cc2ccc([N+](=O)[O-])cc2)cc1)c1ccccc1Br
 : 0%	0.6%
- CCN(CC)C(=O)CSc1nc2sc(C)c(C)c2c(=O)[nH]1
 : -5%	4.6%
- CCCCNC(=O)COC(=O)c1ccc(Cl)c(S(N)(=O)=O)c1
 : nt	-2.0%
- CCOc1ccc(/C=c2\sc3nc(-c4ccco4)nn3c2=O)cc1OCC
 : 6%	-29%
- C=CCc1cccc2cc(C(=O)OCc3ccccc3)c(=O)oc12
 : -3%	-0.5%
- Cc1cc(C)c2c(CN3CCN(Cc4ccc5c(c4)OCO5)CC3)cc(=O)oc2c1
 : -9%	13%
- CC1(C)CC(=O)C(/C=N/c2ncccc2C(=O)O)=C(O)C1
 : 10%	nt
- Cc1cccc(-n2c(C)cc(/C=N\NC(=O)c3ccco3)c2C)c1
 : 5%	-0.9%
- COC(=O)c1ccc(CSc2nc(-c3ccco3)cc(C(F)(F)F)n2)o1
 : nt	0.0%
- O=C(O)CCSc1nc2ccc(NC(=O)c3ccccc3)cc2s1
 : 2%	-5.9%
- C=CCNC(=O)C1CCN(S(C)(=O)=O)CC1
 : -11%	-2.7%
- COC(=O)c1c(NC(=O)CCCC(=O)O)sc2c1CCC2
 : nt	1.2%

New compounds follow
SMILES | MKP-3 inhibition | Hsp70 displacement
CCC(C(=O)NC(C)CCc1ccco1)n1nc(C)n2c(cc3occc32)c1=O (centres undefined) | -5% | -0.7%
S=c1[nH]nc(C23CC4CC(CC(C4)C2)C3)n1Cc1ccco1 | 2% | -1.3%
COc1ccc(CC(=O)NC(CC(=O)O)c2ccc(OC)cc2)cc1 (centres undefined) | -2% | 1.5%
O=C(CCC1CCCCC1)Nc1ccncc1 | 1% | 0.8%
COC(=O)c1c(C)oc2ccc(OC/C=C/c3ccccc3)cc12 | 6% | -1.6%
Cc1cc(NC(=O)CSc2nnc(COc3cccc(C)c3C)n2Cc2ccco2)no1 | -2% | 1.9%
O=C(CSc1nnc2scc(-c3ccccc3)n12)c1ccc2c(c1)OCCO2 | -11% | -5.1%
CCOCCn1c(CCCO)nc2ccccc21 | -12% | -1.4%
CC(=O)C1=C(O)C(=O)N(CCN2CCNCC2)C1c1ccc(Cl)cc1 (centres undefined) | -2% | 1.1%
CCOC(=O)c1c(NC(=O)c2nn(CC)cc2Br)c(C#N)nn1-c1ccccc1 | -3% | -3.0%
Cc1cc(NC(=O)CN2C(=O)NC(C)(c3ccccc3)C2=O)no1 (centres undefined) | nt | 2.0%
O=C(CCCNS(=O)(=O)c1cccc2nsnc12)NCc1ccccc1 | -4% | -0.6%
COc1cc(NC(=O)Cn2nnc(-c3ccccc3N)n2)cc(OC)c1 | 1% | -1.0%
COC(=O)c1ccc(NC(=O)C2CC(=O)N(c3cc(C)ccc3C)C2)cc1 (centres undefined) | -16% | -0.8%
COc1cc(N/C(=N/S(=O)(=O)c2ccccc2)c2ccccc2)ncn1 | -3% | 2.9%
Oc1ccccc1-c1nc(NCC2CCCO2)c2ccccc2n1 (centres undefined) | -8% | 2.2%
COC(=O)c1ccc(N2C(=O)CC(N(C)Cc3ccccc3)C2=O)cc1 (centres undefined) | 3% | 3.0%
COCCn1cnc2c1c(=O)n(CC(=O)c1ccc3c(c1)OCCO3)c(=O)n2Cc1ccccc1 | -11% | 2.9%
COc1ccc(C)cc1NC(=O)CN(c1ccccc1F)S(C)(=O)=O | -15% | 5.3%
COC(=O)c1cc(C(=O)OC)n(Cc2ccc(Br)cc2)n1 | nt | 1.1%
O=S(=O)(/N=C(/Nc1cc(N2CCOCC2)ncn1)c1ccc(F)cc1)c1ccccc1 | -16% | 1.2%
O=C(CC1SC(=Nc2ccccc2)N(CCCO)C1=O)Nc1ccc(Cl)cc1 (centres undefined) | -3% | 0.1%
O=C(CCCOc1ccc(Cl)cc1Cl)n1cnc2ccccc21 | -2% | -0.3%
COc1cc(C2C(C(=O)c3ccco3)=C(O)C(=O)N2c2cc(C)on2)cc(Br)c1O (centres undefined) | -4% | 5.9%
COc1ccc2c(c1)c1nc3ccccc3nc1n2CC(=O)OC(C)C | nt | 35%
CCOC(=O)C1=C(C)N=C2SCC(=O)N2C1c1cc(OC)ccc1OC (centres undefined) | 2% | -1.0%
NC(=O)/C(=C\c1ccc2c(c1)OCO2)NC(=O)c1ccco1 | 2% | 1.4%
COc1cc2c(cc1OC)CN(C(C)C(=O)N1CCc3ccccc31)CC2 (centres undefined) | nt | 1.6%
CC1=C(C(=O)OCc2ccccc2)C(c2ccc(C)s2)C2=C(CCCC2=O)N1 (centres undefined) | 8% | -5.7%
Cn1c(SCC#N)nnc1-c1cnccn1 | nt | 0.9%
CCOc1ccc(C(=O)Nc2cccc3nsnc23)cc1Cl | -1% | 2.9%
CCOC(=O)c1c(CN2CCCCC2)oc2ccc(OC)cc12 | -7% | 0.6%&3.5%
CC1CC(C)CN(C(=O)Cn2c(-c3nonc3N)nc3ccccc32)C1 (centres undefined) | nt | 0.2%
COc1cccc(C=C2C(=O)NC(=S)NC2=O)c1OCC#N | 2% | 1.9%
COc1ccc2c(c1OC)C(=O)OC2Nc1ccc(F)c(Cl)c1 (centres undefined) | 5% | 2.3%
Cc1nc2sc(C(c3ccco3)N3CCN(c4cccc(Cl)c4)CC3)c(O)n2n1 (centres undefined) | nt | -7.0%
Cc1noc(C)c1COC(=O)CCc1nc2ccccc2s1 | -7% | -0.7%
COc1ccc(C(=O)Nc2c(N)nc(SCC(=O)N3CCCCCC3)[nH]c2=O)cc1OC | -5% | 5.0%
CCOCCOC(=O)c1cccc(NC(=O)c2ccc(-c3ccccc3)cc2)c1 | 4% | 0.6%
O=C(c1ccco1)N1CCN(Cc2ccc(Cl)cc2)CC1 | -18%&1% | 0.1%&-0.1%
COc1cccc(OCCCN2CCN(S(=O)(=O)c3ccc(NC(C)=O)cc3)CC2)c1 | nt | -1.6%
O=C(N1CCCCC1)N1CCN(C(=O)N(c2ccccc2)c2ccccc2)CC1 | 3% | -3.4%
Cc1n[nH]c(C)c1S(=O)(=O)N1CCCC(C(=O)NCC2COc3ccccc3O2)C1 (centres undefined) | -10% | 4.2%
CCCc1cc(=O)oc2c(C)c3occ(C)c3cc12 | -2% | -0.5%
O=C(Cc1ccccc1)Nc1c(C(=O)N2CCOCC2)cnn1-c1ccccc1 | -12% | 0.4%
Clc1ccc(-c2nnc(-c3ccc(Br)o3)o2)c(Cl)c1 | -1% | -1.8%
Cc1ccc(S(=O)(=O)N/N=C/c2cccc(OS(=O)(=O)c3cccc([N+](=O)[O-])c3)c2)cc1 | 3% | -0.6%
O=C(O)CCN1C(=O)/C(=C/c2ccc(Cl)c([N+](=O)[O-])c2)SC1=S | 2% | 11%
Cc1cc(OCC(=O)NCc2ccncc2)ccc1Br | 6% | 0.5%
Cc1sc(NC(=O)c2ccco2)c(CN2CCCCC2)c1C | -5% | -1.2%
COc1ccccc1N1CCN(/N=C/c2ccccc2C(=O)O)CC1 | 2% | -1.3%
O=C(NCc1ccccn1)C1CCCN(S(=O)(=O)c2ccc(Br)cc2)C1 (centres undefined) | -3% | 2.3%
Cc1ccc(N(CC(=O)NC2CCC(C)CC2)S(=O)(=O)c2cccnc2)cc1 (centres undefined) | -10% | 11%
COc1ccc(/C=C/C(=O)NC(=S)Nc2ccccc2Cl)cc1OC | 2% | 3.5%
CCn1c(CNc2cccc(Cl)c2)nnc1SCc1ccccc1 | 6% | -0.3%
COc1ccc(-n2c(Cc3cccn3C)nnc2SCC(=O)Nc2ccc(C)cc2)cc1 | 2% | -1.2%
CCOC(=O)c1c(C)[nH]c(N=Nc2cccc(C)c2)c1C | nt | -3.4%
Cc1ccc(O)c(C(=O)c2cnc3c(c2)COc2ccccc2-3)c1 | nt | 1.7%
COc1ccc(C(=O)NC(C)c2nc3ccccc3n2C)cc1OC (centres undefined) | -4% | 1.7%
CN(C)CCN1C(=O)C(=O)/C(=C(/O)c2ccc(OCc3ccccc3)cc2)C1c1ccncc1 (centres undefined) | 4% | -1.8%
Cc1cccc(N2CCN(S(=O)(=O)c3ccccc3)CC2)c1 | 0% | -4.8%

These rows are one share of the data; count on the stated rates, not on these rows.
